Bioassay records deposited in PubChem BioAssay by several laboratories.
SKKanGAS inh = inhibitors of SKKanGAS S. pyogenes growth in kanamycin (SK-promoter or general growth effect); BacTiter-Glo, 6 h; inhibition, % at 7.5 µM; 300,000 compounds, 1.3% hits;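 active = mean replicate score, as percent of positive control median, at least 50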;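 note: strain carries kanamycin resistance gene driven by streptokinase promoter and grows in 40 µg/ml kanamycin; loss of luminescence reflects streptokinase promoter inhibition or plain growth inhibition; 0% = median of DMSO wells and 100% = positive control at its reference dose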
MrgX1 antag = antagonists of human MrgX1 receptor. Q96LB2. MRGX1-HEK293 calcium flux, Fluo-4, BAM8-22 antagonism; hits give low values. B-score at 10 µM. 310,000 compounds, 1.3% hits;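 active = calcium-response B-score plate-corrected more than 3 library SD below zero, starting fluorescence within 5 deviations, no agonist response on first addition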;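 note: peak minus trough fluorescence over baseline after final BAM8-22 challenge near maximal dose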
Target sequence (Q96LB2 whole entry, looked up): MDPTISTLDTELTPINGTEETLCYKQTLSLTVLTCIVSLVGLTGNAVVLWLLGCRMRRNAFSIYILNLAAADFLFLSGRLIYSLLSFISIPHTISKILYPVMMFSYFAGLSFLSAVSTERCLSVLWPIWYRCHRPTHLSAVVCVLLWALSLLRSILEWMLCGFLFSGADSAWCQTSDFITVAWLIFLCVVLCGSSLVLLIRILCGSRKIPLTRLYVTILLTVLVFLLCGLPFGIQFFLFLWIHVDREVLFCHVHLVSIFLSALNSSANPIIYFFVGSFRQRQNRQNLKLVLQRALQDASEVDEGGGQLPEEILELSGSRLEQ
HIF activator = HIF pathway transcriptional activation; activation, % at 7.5 µM (by protocol); 300,000 compounds, 0.32% hits; AID 1910; U2OS HRE-luciferase reporter, luminescence; normalized: DMSO 0%, desferrioxamine 100%;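 active = mean activation of at least 10% of the iron chelator positive control signal, with at least half of replicates also reaching 10%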
Platelet DG rel = platelet dense granule release activity. human platelet-rich plasma, SFLLRN dense granule ATP release, luminescence. inhibition, %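 (compounds screened at 7.5 µM in platelet-rich plasma)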. 300,000 compounds, 0.22% hits;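 active = mean replicate score, as percent of positive control, at or above 50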
TRPC4 inh = blocks the mouse TRPC4 cation channel; B-score at 10 µM; 300,000 compounds, 0.39% hits; Q9QUQ5; HEK293 TRPC4beta/mu-opioid, DAMGO-evoked Fluo4 calcium flux; hits give low values; AID 2247;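 active = B-score over 3 SD under the library average, no early fluorescence shift, positive overall ratio signal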
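test system = HEK293 cells with stable TRPC4beta plus mu-opioid receptor expression | detection = Fluo4 Ca2+ flux fluorescence | read-out = integrated fluorescence ratio relative to baseline, converted to per-well B score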
TRPC6 inhibitor = mouse TRPC6 channel inhibition; HEK293-TRPC6, membrane potential dye, ACh-evoked depolarization; hits give low values; B-score at 10 µM; 310,000 compounds, 1.1% hits; AID 2553;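 active = B-score under library mean minus 3 SD, initial fluorescence not abnormally high, positive integrated signal ratio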;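 note: B-score derived from integrated fluorescence ratio over the kinetic read; more negative B-score means stronger inhibition of depolarization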
TRPC6 activator = activates the mouse TRPC6 cation channel; B-score at 10 µM; HEK293-TRPC6 membrane potential dye fluorescence; hits give high values; 310,000 compounds, 0.13% hits; Q61143;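 active = B-score of the integrated fluorescence ratio above library mean plus 3 SD, and starting fluorescence ratio within library mean plus 5 SD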;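 note: higher score means more depolarization so channel activation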
MrgX1 allo act = human MrgX1 positive allosteric modulation, primary screen; Q96LB2; MrgX1-HEK293, Fluo-4 calcium flux, FDSS; hits give high values; B-score at 10 µM; 310,000 compounds, 0.63% hits;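 active = plate-corrected calcium response at least 3 library SD above typical, normal starting fluorescence, not activating the receptor alone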;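 note: compound read alongside a low EC10 to EC30 dose of BAM8-22 agonist; peak minus trough fluorescence over baseline measured at the second addition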
RGS4 inh = human RGS4 inhibition; P49798; HEK293 M3R/RGS4 inducible, Fluo-4 calcium flux; hits give high values; triggered by carbachol at its EC20; B-score at 10 µM; 310,000 compounds, 0.45% hits;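 active = B-score, a plate-corrected calcium signal, over three deviations above library mean, with baseline fluorescence within five deviations of library mean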;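 note: RGS4 expression induced by doxycycline in cells with stable M3 receptor; B-score is computed from the integrated fluorescence ratio over baseline after carbachol; higher B-score means a larger calcium signal and so more RGS4 inhibition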
Target sequence (P49798 whole entry, looked up): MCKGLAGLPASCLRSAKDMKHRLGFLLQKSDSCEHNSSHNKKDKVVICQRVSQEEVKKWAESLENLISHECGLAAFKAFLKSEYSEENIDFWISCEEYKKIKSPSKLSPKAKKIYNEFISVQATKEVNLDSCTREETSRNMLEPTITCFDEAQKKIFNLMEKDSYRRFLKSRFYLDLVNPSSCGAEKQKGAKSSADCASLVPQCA
RGS4 act = RGS4 potentiation or activation | HEK293 M3R/inducible RGS4, carbachol calcium flux Fluo4; hits give low values | B-score at 10 µM | 310,000 compounds, 0.92% hits;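 active = B-score of the integrated calcium signal more than 4 SD below the library mean, with starting fluorescence not abnormally high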;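 note: negative B-score means reduced calcium response which marks RGS4 activation or potentiation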
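test system = HEK293 cells with stable M3R and inducible RGS4 | schedule = recording 10 s baseline at 1 Hz, 100 s post-agonist | technique = Fluo4-AM (2 µM) calcium-flux fluorescence, kinetic read | measure = Agonist-evoked peak-minus-minimum fluorescence over baseline, integrated ratio, B score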
MrgX1 agonist = human MrgX1 receptor agonism, primary screen; MrgX1-HEK293 cells, Fluo-4 calcium fluorescence, agonist mode; hits give high values; B-score at 10 µM; 310,000 compounds, 0.44% hits; AID 588627;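 active = calcium response B-score plate-corrected fluorescence ratio at least 3 library SD, with starting fluorescence B-score inside 5 SD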
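System: HEK293 cells stably expressing human MrgX1 receptor; Dosing: test compound in the initial addition of three; Schedule: overnight plating, then 30 min 37 °C plus 30 min room-temperature dye loading; Detection: kinetic calcium dye fluorescence, Fluo-4 NW; Controls: per-plate positive and negative controls for Z′ factor.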
Active calls of the source: *.

CC(C)OC(=O)CC1C(=O)NCCN1C(=S)NC(=O)CCc1ccccc1 (centres undefined) was read as SKKanGAS inh -9, MrgX1 antag inactive, HIF activator -0.4, Platelet DG rel -4, TRPC4 inh inactive, TRPC6 inhibitor inactive, TRPC6 activator inactive, MrgX1 allo act inactive, RGS4 inh inactive, RGS4 act inactive and MrgX1 agonist inactive.
CCOC(=O)C1=C(CC)OC(N)=C(C#N)C1c1ccsc1 (centres undefined) was read as SKKanGAS inh 1, MrgX1 antag inactive, HIF activator 0.0, Platelet DG rel 0, TRPC4 inh inactive, TRPC6 inhibitor inactive, TRPC6 activator inactive, MrgX1 allo act inactive, RGS4 inh inactive, RGS4 act inactive and MrgX1 agonist inactive.
`COc1cc(C(=O)Nc2ccc(N(C)C)cc2)c([N+](=O)[O-])cc1OC` gave SKKanGAS inh 0, MrgX1 antag inactive, HIF activator 1.9, Platelet DG rel -1, TRPC4 inh inactive, TRPC6 inhibitor inactive, TRPC6 activator inactive, MrgX1 allo act inactive, RGS4 inh inactive, RGS4 act inactive and MrgX1 agonist inactive.
For O=C(CC1(O)C(=O)Nc2ccc(Br)cc21)c1ccc2c(c1)OCO2 (centres undefined) the results were SKKanGAS inh -1, MrgX1 antag inactive, HIF activator 3.3, Platelet DG rel 1, TRPC4 inh inactive, TRPC6 inhibitor inactive, TRPC6 activator inactive, MrgX1 allo act inactive, RGS4 inh inactive, RGS4 act inactive and MrgX1 agonist inactive.
Screening CCOc1cccc(C(=O)Nc2cccnc2)c1 returned SKKanGAS inh -5, MrgX1 antag inactive, HIF activator 0.5, Platelet DG rel -8, TRPC4 inh inactive, TRPC6 inhibitor inactive, TRPC6 activator inactive, MrgX1 allo act inactive, RGS4 inh inactive, RGS4 act inactive and MrgX1 agonist inactive.
For COc1cc(-c2nc(-c3ccccc3)c(-c3cccs3)[nH]2)cc(OC)c1OC the results were SKKanGAS inh 1, MrgX1 antag inactive, HIF activator -0.5, Platelet DG rel -2, TRPC4 inh inactive, TRPC6 inhibitor inactive, TRPC6 activator inactive, MrgX1 allo act inactive, RGS4 inh inactive, RGS4 act inactive and MrgX1 agonist inactive.
Screening COc1ccccc1CNC(=O)CCS(=O)(=O)Cc1ccc(C)cc1 returned SKKanGAS inh 8, MrgX1 antag inactive, HIF activator -0.5, Platelet DG rel 6, TRPC4 inh inactive, TRPC6 inhibitor inactive, TRPC6 activator inactive, MrgX1 allo act inactive, RGS4 inh inactive, RGS4 act inactive and MrgX1 agonist inactive.
CC(=O)NC(c1ccc(C(C)C)cc1)c1ccc2cccnc2c1O (centres undefined) was read as SKKanGAS inh 11, MrgX1 antag inactive, HIF activator 163*, Platelet DG rel 16, TRPC4 inh inactive, TRPC6 inhibitor inactive, TRPC6 activator inactive, MrgX1 allo act inactive, RGS4 inh inactive, RGS4 act inactive and MrgX1 agonist inactive.
Screening CCOC(=O)CC(NC(=O)CCc1c(C)nc2nc(C)nn2c1C)c1ccc(C)cc1 (centres undefined) returned SKKanGAS inh -2, MrgX1 antag inactive, HIF activator 0.0, Platelet DG rel 2, TRPC4 inh inactive, TRPC6 inhibitor inactive, TRPC6 activator inactive, MrgX1 allo act inactive, RGS4 inh inactive, RGS4 act inactive and MrgX1 agonist inactive.
COc1ccc(C2/C(=C(\O)c3ccc4c(c3)OCCO4)C(=O)C(=O)N2Cc2ccco2)c(OC)c1 (centres undefined) was read as SKKanGAS inh 3, MrgX1 antag inactive, HIF activator 0.2, Platelet DG rel 0, TRPC4 inh inactive, TRPC6 inhibitor inactive, TRPC6 activator inactive, MrgX1 allo act inactive, RGS4 inh inactive, RGS4 act inactive and MrgX1 agonist inactive.
Cc1ccc(-c2cc(C(F)F)n3ncc(C(=O)N4CCN(c5ccccn5)CC4)c3n2)cc1 was read as SKKanGAS inh 12, MrgX1 antag inactive, HIF activator 0.0, Platelet DG rel 3, TRPC4 inh inactive, TRPC6 inhibitor inactive, TRPC6 activator inactive, MrgX1 allo act inactive, RGS4 inh inactive, RGS4 act inactive and MrgX1 agonist inactive.
For O=c1c2ccccc2[nH]c(=S)n1CCc1ccccc1 the results were SKKanGAS inh -2, MrgX1 antag inactive, HIF activator 1.3, Platelet DG rel -8, TRPC4 inh inactive, TRPC6 inhibitor inactive, TRPC6 activator inactive, MrgX1 allo act inactive, RGS4 inh inactive, RGS4 act inactive and MrgX1 agonist inactive.
`CC(C)CCNC(=O)C(=O)Nc1ccc2c(c1)N(S(=O)(=O)c1cccs1)CCC2` gave SKKanGAS inh -7, MrgX1 antag inactive, HIF activator 1.8, Platelet DG rel -58, TRPC4 inh inactive, TRPC6 inhibitor inactive, TRPC6 activator inactive, MrgX1 allo act inactive, RGS4 inh inactive, RGS4 act inactive and MrgX1 agonist inactive.
For COC(=O)CCN(c1ccccc1)S(=O)(=O)c1cc(-c2cc(C)no2)ccc1C the results were SKKanGAS inh 1, MrgX1 antag inactive, HIF activator 0.2, Platelet DG rel -5, TRPC4 inh inactive, TRPC6 inhibitor inactive, TRPC6 activator inactive, MrgX1 allo act inactive, RGS4 inh inactive, RGS4 act inactive and MrgX1 agonist inactive.
`C=CCSc1ncc(C#N)c(N)n1` gave SKKanGAS inh 3, MrgX1 antag inactive, HIF activator -0.8, Platelet DG rel -2, TRPC4 inh inactive, TRPC6 inhibitor inactive, TRPC6 activator inactive, MrgX1 allo act inactive, RGS4 inh inactive, RGS4 act inactive and MrgX1 agonist inactive.
`COC(=O)C1=C(N)Oc2cc(C)n(Cc3ccco3)c(=O)c2C1c1cccc(Cl)c1` (centres undefined) gave SKKanGAS inh 4, MrgX1 antag inactive, HIF activator -0.2, Platelet DG rel 2, TRPC4 inh inactive, TRPC6 inhibitor inactive, TRPC6 activator inactive, MrgX1 allo act inactive, RGS4 inh inactive, RGS4 act inactive and MrgX1 agonist inactive.
Screening Cn1c(N2CCCC2)nc2c1c(=O)n(Cc1ccc(Cl)cc1)c(=O)n2C returned SKKanGAS inh 10, MrgX1 antag inactive, HIF activator 1.7, Platelet DG rel 8, TRPC4 inh inactive, TRPC6 inhibitor inactive, TRPC6 activator inactive, MrgX1 allo act inactive, RGS4 inh inactive, RGS4 act inactive and MrgX1 agonist inactive.
Screening COc1cc(OC)cc(C(=O)Nc2ccc3nc4n(c(=O)c3c2)CCCCC4)c1 returned SKKanGAS inh 6, MrgX1 antag inactive, HIF activator 5.0, Platelet DG rel 3, TRPC4 inh inactive, TRPC6 inhibitor inactive, TRPC6 activator inactive, MrgX1 allo act inactive, RGS4 inh inactive, RGS4 act inactive and MrgX1 agonist inactive.
Screening CCOC(=O)N1CCC(NC(=O)c2ccc3nc(N4CCOCC4)sc3c2)CC1 returned SKKanGAS inh 0, HIF activator 0.2, Platelet DG rel -1, TRPC4 inh inactive, TRPC6 inhibitor inactive, TRPC6 activator inactive, RGS4 inh inactive and RGS4 act inactive.
CCCCn1nnc(NC(=O)COc2cc(C)ccc2C(C)C)n1 was read as SKKanGAS inh -1, MrgX1 antag inactive, HIF activator -0.3, Platelet DG rel 0, TRPC4 inh inactive, TRPC6 inhibitor inactive, TRPC6 activator inactive, MrgX1 allo act inactive, RGS4 inh inactive, RGS4 act inactive and MrgX1 agonist inactive.
Screening Cc1ccc(CN2C3=NC(=O)CN3c3ccccc32)cc1 returned SKKanGAS inh -7, MrgX1 antag inactive, HIF activator 0.2, Platelet DG rel 0, TRPC4 inh inactive, TRPC6 inhibitor inactive, TRPC6 activator inactive, MrgX1 allo act inactive, RGS4 inh inactive, RGS4 act inactive and MrgX1 agonist inactive.
CC(NC(=O)c1cccs1)C(c1cccs1)N1CCN(Cc2ccccc2)CC1 (centres undefined) was read as SKKanGAS inh -3, MrgX1 antag inactive, HIF activator 0.2, Platelet DG rel 10, TRPC4 inh inactive, TRPC6 inhibitor inactive, TRPC6 activator inactive, MrgX1 allo act inactive, RGS4 inh inactive, RGS4 act inactive and MrgX1 agonist inactive.
N#CCn1cnc2c(oc3ccccc32)c1=O was read as SKKanGAS inh -1, MrgX1 antag inactive, HIF activator 0.6, Platelet DG rel 7, TRPC4 inh inactive, TRPC6 inhibitor inactive, TRPC6 activator inactive, MrgX1 allo act inactive, RGS4 inh inactive, RGS4 act inactive and MrgX1 agonist inactive.
C=CCN(CCNP(=O)(OCC)OCC)CP(=O)(OCC)OCC was read as SKKanGAS inh -9, MrgX1 antag inactive, HIF activator 0.1, Platelet DG rel 3, TRPC4 inh inactive, TRPC6 inhibitor inactive, TRPC6 activator inactive, MrgX1 allo act inactive, RGS4 inh inactive, RGS4 act inactive and MrgX1 agonist inactive.
`CNc1ncc(-c2nnnn2-c2ccccc2)c(-c2ccccc2)n1` gave SKKanGAS inh 5, MrgX1 antag inactive, HIF activator -0.4, Platelet DG rel -1, TRPC4 inh inactive, TRPC6 inhibitor inactive, TRPC6 activator inactive, MrgX1 allo act inactive, RGS4 inh inactive, RGS4 act inactive and MrgX1 agonist inactive.
Screening Clc1ccc(Cn2ccc3ccccc32)cn1 returned SKKanGAS inh 3, MrgX1 antag inactive, HIF activator -2.3, Platelet DG rel 1, TRPC4 inh inactive, TRPC6 inhibitor inactive, TRPC6 activator inactive, MrgX1 allo act inactive, RGS4 inh inactive, RGS4 act inactive and MrgX1 agonist inactive.
`COC(=O)c1ccc(SC2CCCCC2)c([N+](=O)[O-])c1` gave SKKanGAS inh -8, MrgX1 antag inactive, HIF activator 0.5, Platelet DG rel -7, TRPC4 inh inactive, TRPC6 inhibitor inactive, TRPC6 activator inactive, MrgX1 allo act inactive, RGS4 inh inactive, RGS4 act inactive and MrgX1 agonist inactive.
Screening CCN(CC)CCN(C(=O)c1ccc2c(c1)CCCC2)c1nc2ccc(C)cc2s1 returned SKKanGAS inh 4, MrgX1 antag inactive, HIF activator 0.7, Platelet DG rel -13, TRPC4 inh inactive, TRPC6 inhibitor inactive, TRPC6 activator inactive, MrgX1 allo act inactive, RGS4 inh inactive, RGS4 act inactive and MrgX1 agonist inactive.
CCN(CC)S(=O)(=O)c1cccc(NC(=O)COc2ccc(Cl)cc2Br)c1 was read as SKKanGAS inh -3, MrgX1 antag inactive, HIF activator 0.0, Platelet DG rel -5, TRPC4 inh inactive, TRPC6 inhibitor inactive, TRPC6 activator inactive, MrgX1 allo act inactive, RGS4 inh inactive, RGS4 act inactive and MrgX1 agonist inactive.

Random draw from the library; any-hit rate near 6.1%.
